# anti-Giardia: anti-Giardia activity of synthetic compounds – Compounds Australia Scaffold Library subset, 24/48 h, primary screen (AID 1794835). 2,500 tested, 2% active. stronger effect = higher value. inhibition, % at 10 µM; in the data active = inhibition mostly above about 45%, no sharp cut-off; inactive = mostly below about 37%;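 also: 0% = parasite counts in DMSO vehicle wells; trophozoite growth inhibition read by imaging counts at 24 h; calls made by hand needing about 50% inhibition in two separate runs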
# * marks the source's active call; other numbers are inactive results; i = inactive.
SMILES,anti-Giardia
CCC(C)NC(=O)c1cc2c(=O)n(Cc3ccccc3)ccc2s1 (centres undefined),11
CCCN1C(=O)c2cc(C(=O)Nc3ccc(F)cc3)ccc2C1Nc1ccc(F)cc1 (centres undefined),13
Cc1cc(-c2ccc(S(=O)(=O)N3CCN(c4cccc(C)c4C)CC3)s2)n[nH]1,i
COc1ccc(-c2ccnc3cc(C(=O)Nc4ccc(F)cc4F)nn23)cc1OC,i
c1ccc(-n2nnnc2N2CCN(Cc3nc4ccccc4s3)CC2)cc1,2
COc1ccc(-c2cc(N3CCC(NC(=O)Cc4ccccc4)CC3)n[nH]2)cc1,i
CCn1nnc2cc(-c3noc(-c4ccc(Cl)cc4)n3)ccc21,i
CC1CCN(C(=O)c2oc3ccccc3c2NC(=O)c2ccc([N+](=O)[O-])o2)CC1,95*
CN1CCN(CCNC(=O)CN2C(=O)C3CCCCN3c3ccc(C(=O)N4CCCC4)cc32)CC1 (centres undefined),13
Cc1nnc2n1CCN(C(=O)c1csc(C3CC3)n1)C2,i
Cn1c(=O)n(CC(=O)C(C)(C)C)c(=O)c2c1nc1oc(C(C)(C)C)cn12,19
CSC(C)C(=O)N1CCCC(c2cc(C)[nH]n2)C1 (centres undefined),i
Cc1nc(Cn2nnc(-c3ccc(C(C)C)cc3)n2)no1,i
Cc1[nH]c2ccc(C(=O)N3CCN(C(=O)C4CC4)CC3)cc2c1C,i
COc1ccccc1CCC(=O)N1CCN(c2ncnc3nc[nH]c23)CC1,i
Cc1nc(-c2nnn(-c3ccccc3)c2C)sc1C(=O)NCc1ccc(F)cc1,2
Cc1nc(C2CCN(C(=O)Nc3ccccc3)CC2)sc1C(=O)N1CCCCCC1,i
CCCOc1ccc(C2OCCn3c(-c4ccc(OC)cc4)c4c(=O)n(C)c(=O)n(C)c4c32)cc1 (centres undefined),15
Cc1ccc(NS(=O)(=O)c2c(C)n[nH]c2C)cc1,9
COCCN1C(=O)CCC(C(=O)O)C1c1cnn(-c2ccccc2)c1 (centres undefined),i
Cc1oc(-c2ccccc2)nc1C(=O)N1CCN(C)CC1c1ccccc1 (centres undefined),i
CCOc1ccc(CCNC(=O)c2c(C)oc3c2C2=NCCN2C=N3)cc1OCC,18
CCOc1ccc(C(=O)N2CCCC(c3nc4ccccc4[nH]3)C2)cc1 (centres undefined),i
Cc1[nH]c(C)c(S(=O)(=O)N2CCCc3ccccc32)c1C(=O)N1CCCCC1,i
CCCNC(=O)c1cc(-c2ccc(F)cc2)on1,i
Cc1cc(N2CCCN(c3nc(C)cs3)CC2)nc(C)n1,i
COc1cccc(CNC(=O)CCC(=O)Nc2nnc3ccccn23)c1,i
O=C1CC(C(=O)N2CCN(c3ccccc3F)CC2)CN1Cc1ccccc1 (centres undefined),i
COc1ccccc1CN1CCN(c2cc(C(=O)O)c3cc(NC(C)=O)ccc3n2)CC1,40
COc1ccc(Br)cc1-c1nc(Cn2nnc(-c3cccc(F)c3)n2)cs1,i
CCOC(=O)c1ccc(NC(=O)c2nc(C)n(C3CCN(C(C)=O)CC3)c2C)cc1,13
CCOc1ccc(CCNC(=O)c2ccc3c(c2)nc2n3CCOC2)cc1OCC,80*
CCOC(=O)c1ccc(Nc2c(-c3ccccc3)nc3nc[nH]n23)cc1,i
Cc1noc(-c2c(C)sc(C)c2S(=O)(=O)NCc2ccccc2)c1C,30
O=C(Cn1cnc2ccccc2c1=O)Nc1nc(-c2cccnc2)cs1,i
O=C(Nc1ccc(F)cc1)N1CCC(CCOc2ccccc2)CC1,i
O=C(c1ccc(F)cc1)N1CCc2[nH]nc(C(=O)N3CCN(c4ccc(F)cc4)CC3)c2C1,1
Cc1ccc(NC(=O)c2ccc(=O)n(CCN3CCOCC3)n2)cc1,2
CN1CCN(Cc2nc3ccccc3c(=O)n2Cc2nc(-c3cccc([N+](=O)[O-])c3)cs2)CC1,11
CCN(CC)CCCN1C(=O)C(O)=C(C(=O)c2ccc(C)o2)C1c1ccccn1 (centres undefined),i

# In a second layout: entries from further up
mol	anti-Giardia
COc1ccc(Br)cc1-c1nc(Cn2nnc(-c3cccc(F)c3)n2)cs1	i
CCCNC(=O)c1cc(-c2ccc(F)cc2)on1	i
CCOc1ccc(CCNC(=O)c2ccc3c(c2)nc2n3CCOC2)cc1OCC	80*
COc1ccccc1CN1CCN(c2cc(C(=O)O)c3cc(NC(C)=O)ccc3n2)CC1	40
CN1CCN(Cc2nc3ccccc3c(=O)n2Cc2nc(-c3cccc([N+](=O)[O-])c3)cs2)CC1	11
CCN(CC)CCCN1C(=O)C(O)=C(C(=O)c2ccc(C)o2)C1c1ccccn1 (centres undefined)	i

# Ordered by molar mass (descending): some entries from above.
SMILES,anti-Giardia
O=C(c1ccc(F)cc1)N1CCc2[nH]nc(C(=O)N3CCN(c4ccc(F)cc4)CC3)c2C1,1
O=C(Cn1cnc2ccccc2c1=O)Nc1nc(-c2cccnc2)cs1,i
Cc1oc(-c2ccccc2)nc1C(=O)N1CCN(C)CC1c1ccccc1 (centres undefined),i
CCOc1ccc(C(=O)N2CCCC(c3nc4ccccc4[nH]3)C2)cc1 (centres undefined),i

# More results:
SMILES,anti-Giardia
Cc1nn(C)c2sc(C(=O)N3CCN(S(=O)(=O)c4ccc(Br)cc4)CC3)cc12,11
COc1cc2c(cc1OC)CCN(C(=O)Cc1c(C)noc1C)CC2,i
Cc1c(-c2nsc(NC(=O)c3cccs3)n2)nnn1-c1ccc(Br)cc1,i
CN(C[C@@]12CCC[C@H]1N(C)C(=O)CC2)C(=O)c1ccc2c(c1)OCO2,29
Cc1ccc(NC(=O)Cn2c(=O)nc(NC3CCCC3)c3ccccc32)cc1C,i
O=C(NCc1ccccc1Cl)c1cc2n(n1)CCCN(Cc1ccc(F)cc1)C2=O,i
CC(C)C(C)NC(=O)Nc1ccc(OCc2noc(C3CC3)n2)cc1 (centres undefined),i
CNC(=O)N1C[C@@H](CN(C)C)[C@@H](C2CCN(CCC(C)C)CC2)C1,i
O=C(Nc1ccc(Br)cc1)c1ccc(F)c(S(=O)(=O)NCCc2ccccc2)c1,4
CN(CCNC(=O)c1ncoc1-c1ccco1)Cc1ccccc1,i
O=C(c1ccc(-c2ccco2)[nH]c1=O)N1CCCN(Cc2ccc(Cl)cc2)CC1,i
O=C(c1ccco1)N1CCC(n2cnnc2-c2ccccc2)CC1,i
CC1CCCCN1S(=O)(=O)c1ccc(NC(=O)c2cc(-c3cccs3)on2)cc1 (centres undefined),10
Cc1c(C(=O)N2CCOCC2)oc2c1-c1nn(CC(=O)NCc3cccc(F)c3)cc1CC2,i
CCc1nnc(NC(=O)c2ccsc2-n2c(C)ccc2C)s1,12
CCn1c(Cn2nc(C)cc2C)nc2cc(NC(=O)c3ccco3)ccc21,i
CC(C)(C)OC(=O)N1CCN(S(=O)(=O)C2CN(C(=O)C3(CN)CCC3)C2)CC1,1
CCC(=O)NCc1cnn(-c2ccc(C(=O)Nc3cccc(C)c3)cc2)c1,i
O=C(Cn1c(=O)c(=O)n(Cc2ccccc2)c2ccccc21)NCCCN1CCCC1,20
CCOc1ccccc1CNC(=O)c1nc(C(C)C)oc1C,24
O=S(=O)(NCc1ccc2c(c1)OCO2)c1ccc(-n2cccn2)cc1,i
CNS(=O)(=O)c1cc(C(=O)Nc2ccc(-c3nnc4n3CCCCCC4)cc2)ccc1Cl,i
CC(NC(=O)C1CCN(c2cnc(N3CCCCC3)nc2)CC1)c1ccccc1 (centres undefined),i
O=C(c1ccc(=O)[nH]c1)N1CCCC(c2nc3ccccc3s2)C1 (centres undefined),i
Cc1ccccc1CS(=O)(=O)Cc1ccc(-c2nc(-c3ccccn3)no2)o1,i
CC(=O)N(Cc1nn(C)c2c1CN(S(=O)(=O)c1ccccc1)CC2)c1ccccc1,i
CCOC(=O)c1cccc(NS(=O)(=O)c2ccc(-c3coc(C)n3)cc2)c1,i
c1ccc(-c2nc(-c3ccc(-c4noc(-c5ccncc5)n4)cc3)cs2)cc1,i
COc1ccc(CNc2nc(-c3cccc(OC)c3)no2)cc1,i
Cc1nc2ccccn2c1C(O)=C1C(=O)C(=O)N(CCN2CCOCC2)C1c1ccncc1 (centres undefined),i
O=c1c2c(ncn2Cc2ccc(F)cc2)n(-c2ccccc2)c(=O)n1C1CCCC1,6
CC(=O)N1CCC2(CC1)OC(=O)C(C)=C2C(=O)N1CCc2ccccc2C1,i
CC(=O)N1CCN(C(=O)c2nn(-c3ccc(Cl)cc3)c(C)cc2=O)CC1,i
Cc1noc(C)c1C(=O)N1CCN(c2cc3c(cc2F)c(=O)c(C(=O)O)cn3C2CC2)CC1,i
Cc1ccc(N2CC(NC(=O)Nc3nccs3)CC2=O)cc1 (centres undefined),i
CCOC(=O)c1cnn(C2CCN(C(=O)C3(C)CCCC3)CC2)c1N,i
CCn1c(=O)c2ccccc2n(Cc2nc(-c3ccc(OC(C)C)cc3)no2)c1=O,i
CCCn1c(=O)c(C)nc2cc(-c3noc(-c4cccc(NC(=O)c5ccco5)c4)n3)ccc21,i
Cc1cccc(CN2CCC3(CC2)N=C(c2ccc(C)c(C)c2)C(=O)N3)c1,12
COc1ccc(C2=Nc3ccccc3N(Cc3cccc(F)c3)C(=O)C2)cc1,30
Cc1ccc(NC(=O)CN2N=C(C(=O)Nc3ccc(F)cc3)CCC2=O)cc1F,8
CCCC(=O)Nc1nnc(S(=O)(=O)N(C)Cc2ccco2)s1,i
Cc1c(F)cccc1NC(=O)Nc1ccc2c(c1)CCN2S(C)(=O)=O,21
O=c1c2ccccc2ncn1Cc1noc(-c2ccco2)n1,i
Cc1nn(-c2ccccc2)c2c1nc(CCC(=O)Nc1cccc(CN3CCCC3)c1)c(=O)n2C,i
CC(=O)Nc1cc(C(=O)NCCCN2CCC(C)CC2)ccc1S(=O)(=O)c1ccc(Cl)cc1,24
Cc1nc(N2CCCCC2)cc(N2CCN(C(=O)c3cccc(F)c3)CC2)n1,7
CN(CCNC(=O)c1ccc(N2CCCC2=O)cc1)Cc1ccccc1,i
Cc1c(C)n(-c2ccccc2)c2ncnc(N3CCC(C)CC3)c12,35
O=c1[nH]c2ccccc2c2nc(-c3cccc(S(=O)(=O)Nc4cccc(C(F)(F)F)c4)c3)nn12,i
O=c1n(Cc2cccc(Br)c2)nc2c(S(=O)(=O)N3CCOCC3)cccn12,i
Cc1cc(C)n2nc(C(=O)N3CCCC(n4cncn4)C3)nc2n1 (centres undefined),8
CN(CC1CCOC1)C(=O)Cc1ccccc1 (centres undefined),i
c1ncc2c(n1)CN(Cc1nc(C3CC3)no1)CC2,3
Cn1cnc2onc(C(=O)NC3CCCCC3)c2c1=O,i
Cc1cc2c(cc1C)N(CC(=O)NCc1cccs1)C(=O)C1CCCC1=N2 (centres undefined),11
CC(C)c1n[nH]c(C2CN(CCc3ccncc3)CCO2)n1 (centres undefined),i
CCN1CCN(S(=O)(=O)c2ccc(-c3cc(C)no3)o2)CC1,i
Cc1nn(Cc2nc(Cc3ccccc3)no2)c(=O)c(CN)c1C,i
COc1ccc(-c2noc(CN3CCCC(C(=O)NC4CCCC4)C3)n2)cc1OC (centres undefined),i
# Later entries.
SMILES,anti-Giardia
O=C(Cc1csc(N2CCCNC2=O)n1)Nc1ccccc1OC(F)F,9
Cc1nn(C)c(N2CCC(C(=O)NC(C)C(C)C)CC2)c1[N+](=O)[O-] (centres undefined),7
CCCCn1c(=O)[nH]c(=O)c2c1nc(-c1ccc(-c3ccc([N+](=O)[O-])cc3Cl)o1)n2C,20
CC(=O)N(Cc1nn(C)c2c1CN(S(=O)(=O)c1ccc3c(c1)OCCO3)CC2)c1ccccc1,i
O=C1CCCN1CC1CCCCN1c1cc(Cl)c(C(F)(F)F)cc1[N+](=O)[O-] (centres undefined),10
CC(Nc1nccn2cnnc12)c1ccc(S(C)(=O)=O)cc1 (centres undefined),i
CC(C)C(C)NC(=O)c1cn(-c2ccc(C(F)(F)F)cn2)nn1 (centres undefined),i
Cc1ccc2c(c1)n(Cc1ccc(Cl)cc1)c(=O)c1nc(C(=O)NCCc3cccs3)nn12,30
CN(Cc1ccccc1)C(=O)CN1CCOC(Cn2cncn2)C1 (centres undefined),i
COc1ccc(CNC(=O)c2cc3c(=O)n(Cc4ccccc4)ccc3s2)cc1,i
CC(CC(=O)NC1CCN(c2cnn(C)c2)C1)NC(=O)C1CCCC1 (centres undefined),i
COc1ccc2c(c1)CCCN(C(=O)c1nnc3ccccc3c1N)C2,11
CCn1ncc(NC(=O)c2ccc(F)cc2)c(N2CCOCC2)c1=O,i
O=C(Nc1nncs1)N1CCCN(c2nc3ccccc3[nH]2)CC1,i
COc1ccc(CNC(=O)N2CCC(c3ccn4ncc(C(=O)N5CCOCC5)c4c3)CC2)cc1,1
O=C(CN1CCC(c2nc(-c3ccc(F)cc3)no2)CC1)NCc1ccccc1,i
Cc1cc(N2CCCC2)nc(N2CCN(S(=O)(=O)c3ccc(Cl)cc3)CC2)n1,i
O=C(c1cn2ccccc2n1)N1CCN(c2ccccc2F)CC1,5
COc1ccc(NC(=O)c2cc(C)no2)cc1OC,0
CCCn1c(Cn2ccnc2C)nc2cc(NC(=O)c3cc(OC)c(OC)c(OC)c3)ccc21,2
CCOc1ccc(S(=O)(=O)N(C)Cc2c(C)nn(C)c2C)cc1,2
Cc1ccc(CNC(=O)N2CCCN(c3ncccc3-c3nc(C4CC4)no3)CC2)cc1,34
O=[N+]([O-])c1ccc(N2CCN(c3ncnc4c3nc3n4CCCCC3)CC2)cc1,i
Cc1ccc(Cn2c(=O)c3ccccc3n3c(-c4ccc(C)s4)nnc23)cc1,i
CN1C(=O)CC[C@]2(CNC(=O)C3(c4ccccc4)CC3)CCC[C@@H]12,21
CCCS(=O)(=O)N1CCN(C(=O)c2cc(-c3ccc(Br)cc3)n[nH]2)CC1,2

# The list is partial. The share of hits here may be higher or lower than overall.
